High-throughput results deposited in PubChem BioAssay by University of Kansas High Throughput Screening Laboratory.
Pf apPOL inh = Pf-apPOL DNA polymerase inhibition; Recombinant Pf-apPOL, molecular beacon fluorescence, 1.5 h; inhibition, % at 10 µM; 210,000 compounds, 0.25% hits; AID 1794808
mHTT CaM bind = disrupts binding of mutant huntingtin to calmodulin; inhibition, % at 15 µM; 190,000 compounds, 3.6% hits; AlphaScreen His-mHTT/GST-CaM binding, luminescence;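 note: 0% = both proteins with DMSO and 100% = one protein alone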
Target sequence (P42858 whole entry, looked up, stated change not applied): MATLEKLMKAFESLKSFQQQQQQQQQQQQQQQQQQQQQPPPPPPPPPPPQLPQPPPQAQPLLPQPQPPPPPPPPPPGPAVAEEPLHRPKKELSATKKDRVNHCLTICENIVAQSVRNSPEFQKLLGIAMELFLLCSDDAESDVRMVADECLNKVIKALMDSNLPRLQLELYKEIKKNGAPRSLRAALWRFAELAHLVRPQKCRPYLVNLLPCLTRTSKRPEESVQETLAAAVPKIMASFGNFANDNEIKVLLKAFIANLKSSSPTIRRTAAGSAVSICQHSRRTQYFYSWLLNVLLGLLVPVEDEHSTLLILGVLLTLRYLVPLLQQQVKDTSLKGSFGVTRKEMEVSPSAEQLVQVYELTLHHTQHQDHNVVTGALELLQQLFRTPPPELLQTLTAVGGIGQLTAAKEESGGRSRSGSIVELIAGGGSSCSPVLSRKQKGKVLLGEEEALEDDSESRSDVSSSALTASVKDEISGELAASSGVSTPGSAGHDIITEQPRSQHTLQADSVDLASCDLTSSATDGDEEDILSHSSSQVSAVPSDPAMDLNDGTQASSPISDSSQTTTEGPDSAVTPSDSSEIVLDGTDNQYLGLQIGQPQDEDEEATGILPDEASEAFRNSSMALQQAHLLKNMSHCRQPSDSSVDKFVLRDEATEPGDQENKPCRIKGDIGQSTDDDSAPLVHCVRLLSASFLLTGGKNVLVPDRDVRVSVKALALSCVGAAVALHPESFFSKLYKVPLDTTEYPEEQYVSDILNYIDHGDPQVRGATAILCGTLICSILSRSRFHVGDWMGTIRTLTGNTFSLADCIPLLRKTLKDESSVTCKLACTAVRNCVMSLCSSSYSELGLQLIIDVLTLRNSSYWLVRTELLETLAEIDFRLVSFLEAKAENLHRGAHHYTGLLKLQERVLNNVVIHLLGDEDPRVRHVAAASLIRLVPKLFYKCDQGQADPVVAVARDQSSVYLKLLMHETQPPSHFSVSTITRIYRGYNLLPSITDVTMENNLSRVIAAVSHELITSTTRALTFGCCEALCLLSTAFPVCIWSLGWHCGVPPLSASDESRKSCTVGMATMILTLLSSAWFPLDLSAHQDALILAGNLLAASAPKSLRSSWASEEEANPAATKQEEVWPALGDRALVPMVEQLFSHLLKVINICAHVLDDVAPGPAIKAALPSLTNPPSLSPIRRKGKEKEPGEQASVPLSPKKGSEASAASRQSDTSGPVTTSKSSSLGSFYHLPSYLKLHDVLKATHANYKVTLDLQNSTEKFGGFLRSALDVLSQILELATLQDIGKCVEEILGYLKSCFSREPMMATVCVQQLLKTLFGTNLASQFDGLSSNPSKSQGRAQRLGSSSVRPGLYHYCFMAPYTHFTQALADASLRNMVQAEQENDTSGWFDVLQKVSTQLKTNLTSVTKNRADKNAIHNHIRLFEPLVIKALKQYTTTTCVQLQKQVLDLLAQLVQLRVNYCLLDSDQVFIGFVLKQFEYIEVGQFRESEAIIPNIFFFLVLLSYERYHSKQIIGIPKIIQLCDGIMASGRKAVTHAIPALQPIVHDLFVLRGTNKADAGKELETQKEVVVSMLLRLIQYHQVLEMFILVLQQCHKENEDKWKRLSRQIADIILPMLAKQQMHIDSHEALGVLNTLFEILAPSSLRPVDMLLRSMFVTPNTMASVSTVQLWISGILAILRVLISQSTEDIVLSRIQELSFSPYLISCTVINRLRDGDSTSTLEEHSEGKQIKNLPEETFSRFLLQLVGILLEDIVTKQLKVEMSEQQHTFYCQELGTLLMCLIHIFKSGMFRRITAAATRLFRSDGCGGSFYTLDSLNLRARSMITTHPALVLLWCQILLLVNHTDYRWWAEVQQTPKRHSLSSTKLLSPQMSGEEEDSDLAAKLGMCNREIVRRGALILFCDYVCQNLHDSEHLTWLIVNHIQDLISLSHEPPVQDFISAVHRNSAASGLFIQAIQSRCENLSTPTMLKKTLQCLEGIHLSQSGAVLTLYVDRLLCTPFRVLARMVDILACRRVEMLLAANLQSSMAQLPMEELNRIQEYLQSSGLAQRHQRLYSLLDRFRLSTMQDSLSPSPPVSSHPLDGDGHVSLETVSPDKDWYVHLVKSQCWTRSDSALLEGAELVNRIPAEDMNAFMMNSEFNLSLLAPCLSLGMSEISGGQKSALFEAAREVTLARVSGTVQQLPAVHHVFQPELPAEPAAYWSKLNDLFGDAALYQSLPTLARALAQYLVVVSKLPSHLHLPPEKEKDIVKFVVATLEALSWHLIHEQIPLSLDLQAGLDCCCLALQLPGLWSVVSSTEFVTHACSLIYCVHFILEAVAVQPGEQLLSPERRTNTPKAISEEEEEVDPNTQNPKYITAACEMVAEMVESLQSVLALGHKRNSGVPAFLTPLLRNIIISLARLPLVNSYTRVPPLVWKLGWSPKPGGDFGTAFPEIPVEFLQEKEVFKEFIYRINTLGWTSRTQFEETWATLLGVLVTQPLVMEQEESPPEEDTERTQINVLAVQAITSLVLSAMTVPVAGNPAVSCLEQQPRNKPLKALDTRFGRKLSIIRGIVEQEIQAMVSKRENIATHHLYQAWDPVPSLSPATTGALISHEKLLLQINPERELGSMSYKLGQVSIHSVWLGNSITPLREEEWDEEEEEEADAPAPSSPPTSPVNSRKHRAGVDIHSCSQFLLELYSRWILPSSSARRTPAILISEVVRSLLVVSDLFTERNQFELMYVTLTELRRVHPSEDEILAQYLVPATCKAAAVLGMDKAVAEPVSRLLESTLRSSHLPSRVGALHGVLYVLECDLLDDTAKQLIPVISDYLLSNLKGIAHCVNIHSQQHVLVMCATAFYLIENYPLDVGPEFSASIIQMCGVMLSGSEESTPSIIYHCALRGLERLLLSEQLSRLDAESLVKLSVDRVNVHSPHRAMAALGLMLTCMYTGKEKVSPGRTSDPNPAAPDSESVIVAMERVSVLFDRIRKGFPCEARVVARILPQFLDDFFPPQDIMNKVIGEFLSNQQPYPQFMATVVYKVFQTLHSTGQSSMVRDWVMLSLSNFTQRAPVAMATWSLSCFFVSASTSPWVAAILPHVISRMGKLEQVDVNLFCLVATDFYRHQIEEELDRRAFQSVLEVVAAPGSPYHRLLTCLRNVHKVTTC
Numbers without * were called inactive. Cut-off read from the data, not from the text of the source: active = inhibition above about 50%; inactive = the rest.

Preview (3 entries):
For O=C(NCC(c1cccs1)N1CCOCC1)C(=O)Nc1ccon1 (stereo not given) the results were Pf apPOL inh -6.9 and mHTT CaM bind -10.7.
Screening O=S(=O)(CCc1ccccc1)N1CCCn2nc(-c3cccs3)cc2C1 returned Pf apPOL inh -3.4 and mHTT CaM bind -2.5.
Screening COc1ccc(N2C(=O)CCC(C(=O)NCc3ccccn3)C2c2ccc(OC)c(OC)c2)cc1 (stereo not given) returned Pf apPOL inh 5.6 and mHTT CaM bind 0.0.

The whole of this part, from the first entry:
For O=C(NCC(c1cccs1)N1CCOCC1)C(=O)Nc1ccon1 (stereo not given) the results were Pf apPOL inh -6.9 and mHTT CaM bind -10.7.
Screening O=S(=O)(CCc1ccccc1)N1CCCn2nc(-c3cccs3)cc2C1 returned Pf apPOL inh -3.4 and mHTT CaM bind -2.5.
Screening COc1ccc(N2C(=O)CCC(C(=O)NCc3ccccn3)C2c2ccc(OC)c(OC)c2)cc1 (stereo not given) returned Pf apPOL inh 5.6 and mHTT CaM bind 0.0.
CCOC(=O)C(C)Oc1ccc2c(=O)c(-c3csc(C)n3)coc2c1 (stereo not given) was read as Pf apPOL inh -4.8 and mHTT CaM bind -5.6.
`Cc1ccc(NC(=O)Cc2ccc([N+](=O)[O-])cc2)c(Br)c1` gave Pf apPOL inh -2.4 and mHTT CaM bind 6.2.
CCCNC(=O)C1CCN(c2nc3ccc(-c4ccccc4)nc3s2)CC1 was read as Pf apPOL inh -3.7 and mHTT CaM bind -6.4.
COc1ccc(N(CC(=O)N2CCN(c3ccccc3F)CC2)S(C)(=O)=O)cc1Cl was read as Pf apPOL inh 5.4 and mHTT CaM bind 13.0.
O=C(O)CC(Sc1cccs1)C(=O)O (stereo not given) was read as mHTT CaM bind -6.7.
For CCN1C(=O)c2cccnc2Sc2cc(CNC(=O)c3cccc(F)c3)ccc21 the results were Pf apPOL inh 2.1 and mHTT CaM bind 4.4.
`Cc1ccccc1NC(=O)C1CCCN(c2nnc3ccc(Cl)cn23)C1` (stereo not given) gave Pf apPOL inh -1.7 and mHTT CaM bind -0.4.
`CCOc1ccccc1CN1C(=O)CCC1(C)C(=O)NC1CCC(C)CC1` (stereo not given) gave Pf apPOL inh -16.5 and mHTT CaM bind 9.0.
`CCOc1ccsc1C(=O)OC` gave Pf apPOL inh -2.8.
Screening COc1ccc(NC(=O)N2CCC3(C2)C(=O)N(C)c2ccccc23)c(OC)c1 (stereo not given) returned Pf apPOL inh 0.0 and mHTT CaM bind 16.4.
`CC(=O)N1CCN(c2nc3c(s2)CC(C(=O)Nc2cc(F)cc(F)c2)CC3)CC1` (stereo not given) gave Pf apPOL inh -4.9 and mHTT CaM bind 16.8.
Screening CSc1cccc(NS(=O)(=O)c2ccc3[nH]cc(C(=O)N(C)CCC#N)c(=O)c3c2)c1 returned Pf apPOL inh -12.3 and mHTT CaM bind 3.0.
`Cc1ccc(C2CCCN2C(=O)NCc2ccc(F)cc2)cc1` (stereo not given) gave Pf apPOL inh -1.5 and mHTT CaM bind -5.2.
Screening COc1ccc(C(=O)N2CCC(n3c(-c4ccoc4)nc4cccnc43)C2)c(C)c1 (stereo not given) returned Pf apPOL inh -4.3 and mHTT CaM bind 22.1.
Screening Cc1ccc(-c2nc(C3CCN(S(=O)(=O)c4cccc(Cl)c4)CC3)no2)cc1 returned Pf apPOL inh -12.3 and mHTT CaM bind -9.5.
`O=C(Nc1ccc(Cl)cc1)c1cc(S(=O)(=O)N2CCC3(CC2)OCCO3)ccc1F` gave Pf apPOL inh 36.5 and mHTT CaM bind 19.0.
O=C(CSc1ccc(-n2cnc(-c3ccccc3)c2)nn1)Nc1ccc(F)cc1F was read as Pf apPOL inh -5.6 and mHTT CaM bind 6.5.

Looked up by structure from the entries so far, four records:
Screening COc1ccc(C(=O)N2CCC(n3c(-c4ccoc4)nc4cccnc43)C2)c(C)c1 (stereo not given) returned Pf apPOL inh -4.3 and mHTT CaM bind 22.1.
`CC(=O)N1CCN(c2nc3c(s2)CC(C(=O)Nc2cc(F)cc(F)c2)CC3)CC1` (stereo not given) gave Pf apPOL inh -4.9 and mHTT CaM bind 16.8.
`CCOc1ccsc1C(=O)OC` gave Pf apPOL inh -2.8.
O=C(O)CC(Sc1cccs1)C(=O)O (stereo not given) was read as mHTT CaM bind -6.7.

(continued)
Screening CCOC(=O)C(=CNc1sccc1C(=O)OC)C(=O)OCC returned Pf apPOL inh -11.7.
Cc1ccc(C(=O)N2N=C(c3ccc(Br)cc3)CC2c2ccco2)cc1 (stereo not given) was read as Pf apPOL inh -3.4 and mHTT CaM bind 78.0*.
For C=CCC(c1ccco1)N(C(C)=O)c1ccccc1 (stereo not given) the results were Pf apPOL inh -3.5 and mHTT CaM bind 1.6.
`Cc1ccc2c(c1)/C(=C/c1ccc3c(c1)OCO3)c1cccnc1-2` gave Pf apPOL inh -4.0 and mHTT CaM bind 52.2*.
`Fc1ccc(C2=NC(c3ccccc3)=Nc3ccccc3N2)cc1` gave Pf apPOL inh -2.0 and mHTT CaM bind 4.0.
Screening CC(C)NC(=O)c1nc2ccccn2c1-c1ccccc1 returned Pf apPOL inh -4.3 and mHTT CaM bind -5.3.
Screening CNc1oc(-c2ccco2)nc1S(=O)(=O)c1ccc(F)cc1 returned Pf apPOL inh -5.5 and mHTT CaM bind -5.5.
For COc1cc(NC(=O)c2c(C)cc3ccccn23)cc(OC)c1OC the results were Pf apPOL inh 9.0 and mHTT CaM bind 1.0.
Screening Cc1c(NC(=O)CCCc2ccccc2)cccc1NC(=O)CCCc1ccccc1 returned Pf apPOL inh -18.5 and mHTT CaM bind -0.5.
COc1cccc(NC(=O)c2ccccc2C(=O)Nc2cccc(OC)c2)c1 was read as Pf apPOL inh 1.0 and mHTT CaM bind -3.6.
`Cn1nc(-c2nc(-c3ccc(F)cc3)no2)c2c1CCN(C(=O)c1ccc(Cl)cc1)C2` gave Pf apPOL inh 2.0 and mHTT CaM bind -0.2.
Screening CC1=C(C(=O)Nc2cccc(C(F)(F)F)c2)C(c2ccsc2)C2=C(CCCC2=O)N1 (stereo not given) returned Pf apPOL inh -5.8 and mHTT CaM bind 2.0.
O=C(Nc1cccc(Cl)c1)c1cnn2c1CCCC2 was read as Pf apPOL inh -0.3 and mHTT CaM bind -11.4.
`Cc1cccc(-c2nc(NCc3ccc4c(c3)OCO4)c3ccccc3n2)c1` gave Pf apPOL inh 1.4 and mHTT CaM bind 9.0.
NC(=O)C1CCCN(CC2CCCCC2)C1 (stereo not given) was read as Pf apPOL inh -0.6 and mHTT CaM bind -7.2.
For Cc1ccccc1C=C1Oc2c(ccc(O)c2CN2CCN(C)CC2)C1=O the results were Pf apPOL inh -5.7 and mHTT CaM bind 0.2.
`COc1ccc(NC(=O)C[C@H]2C(=O)N(C3CCCCC3)C[C@@H]2C)cc1` gave Pf apPOL inh -4.5 and mHTT CaM bind 19.6.
Screening O=C(O)CCN1C(=O)c2c(Cl)c(Cl)c(Cl)c(Cl)c2C1=O returned Pf apPOL inh -4.3 and mHTT CaM bind -7.0.
For CC1CC(C)CN(S(=O)(=O)N2CCCC(C(=O)NC3CCCCCCC3)C2)C1 (stereo not given) the results were Pf apPOL inh -10.7 and mHTT CaM bind -5.0.
CCCCOc1ccc(N2CC(C(=O)NCCc3ccccc3)CC2=O)cc1 (stereo not given) was read as Pf apPOL inh 2.0 and mHTT CaM bind 2.9.
Cc1ccccc1CNC(=O)C1CCN(c2ccncc2)CC1 was read as Pf apPOL inh -2.5 and mHTT CaM bind -9.1.
`Cn1ncc(C(=O)Sc2ccc(Cl)cc2)c1-n1cccc1` gave Pf apPOL inh -4.5.
Screening Cc1ccccc1N(C)C(=O)c1coc(=O)c2ccccc12 returned Pf apPOL inh -3.1 and mHTT CaM bind -2.0.
Screening Cc1oc(C2CCC2)nc1C(=O)NC(C)c1ccccn1 (stereo not given) returned Pf apPOL inh -2.2 and mHTT CaM bind -13.7.
`COc1cc(C2C(C#N)=C(N)N(c3ccccc3)C3=C2C(=O)CC(C)(C)C3)cc(OC)c1OC` (stereo not given) gave Pf apPOL inh 0.9 and mHTT CaM bind 6.0.
For COc1cccc(-c2cc(C3CCN(S(=O)(=O)c4ccccc4C)CC3)[nH]n2)c1 the results were Pf apPOL inh -0.8 and mHTT CaM bind 12.5.
Cc1ccc(C(=O)Nc2ccccc2C(N)=O)c(Cl)c1 was read as Pf apPOL inh -35.0 and mHTT CaM bind -6.9.
Screening COc1cc(C)c(CN2CCN(Cc3ccc4c(c3)OCO4)CC2)cc1C returned Pf apPOL inh -3.0 and mHTT CaM bind 5.9.
Screening COc1ccc2oc(=O)c(C(=O)NCCc3ccc(OC)c(OC)c3)cc2c1 returned Pf apPOL inh -5.1 and mHTT CaM bind -1.8.
Screening C[C@H]1[C@@H](N)CC[C@@]23CCCN2C(=O)CCC[C@@H]13 returned Pf apPOL inh -7.8 and mHTT CaM bind -14.3.
Screening FC(F)(F)Oc1ccc(-c2noc(CSc3ccc(Br)cc3)n2)cc1 returned Pf apPOL inh 0.2.
For CC(C)NC(=O)N1CCCC(C)(C(=O)NCc2ccc(F)cc2)C1 (stereo not given) the results were Pf apPOL inh -1.0 and mHTT CaM bind -6.4.
Screening Cc1ccc(CN[C@@H]2CC[C@@]34CCCN3C(=O)CCC[C@H]4C2)o1 returned Pf apPOL inh -0.4 and mHTT CaM bind 1.1.
CCOC(=O)Cn1c(-c2cccnc2)nc(-c2ccccc2)c1-c1ccccc1 was read as Pf apPOL inh -6.4.
Screening CC(C)CNC(=O)C1CCN(c2nc3ccsc3c(=O)n2Cc2ccc(F)cc2)CC1 returned Pf apPOL inh -0.2 and mHTT CaM bind 3.7.
`O=C(NCC1CCN(Cc2ccccc2)CC1)C(=O)Nc1ccc(OC(F)(F)F)cc1` gave Pf apPOL inh -9.3 and mHTT CaM bind -13.2.
Screening O=C(NCCc1cccs1)c1cccc(C2CCCN(C(=O)Nc3ccccc3)C2)c1 (stereo not given) returned Pf apPOL inh 4.3 and mHTT CaM bind 0.9.
Screening COc1ccc(OC)c2[nH]c(=O)c(CCNC(=O)CCC3CCCCC3)cc12 returned Pf apPOL inh -2.3 and mHTT CaM bind 14.8.
For CCOC(=O)C1=C(C)c2ccccc2OC1C(=O)OCC (stereo not given) the results were Pf apPOL inh -8.1 and mHTT CaM bind -35.6.
`COc1cccc(-c2nc(C3CCCN(C(=O)c4ccccc4F)C3)no2)c1` (stereo not given) gave Pf apPOL inh -3.3 and mHTT CaM bind 8.1.

By substructure, the entries above with an NH in an aromatic ring.
Screening CSc1cccc(NS(=O)(=O)c2ccc3[nH]cc(C(=O)N(C)CCC#N)c(=O)c3c2)c1 returned Pf apPOL inh -12.3 and mHTT CaM bind 3.0.
For COc1cccc(-c2cc(C3CCN(S(=O)(=O)c4ccccc4C)CC3)[nH]n2)c1 the results were Pf apPOL inh -0.8 and mHTT CaM bind 12.5.
Screening COc1ccc(OC)c2[nH]c(=O)c(CCNC(=O)CCC3CCCCC3)cc12 returned Pf apPOL inh -2.3 and mHTT CaM bind 14.8.

The main list resumes; the 2 compounds before the break are reprinted first.
For CCOC(=O)C1=C(C)c2ccccc2OC1C(=O)OCC (stereo not given) the results were Pf apPOL inh -8.1 and mHTT CaM bind -35.6.
`COc1cccc(-c2nc(C3CCCN(C(=O)c4ccccc4F)C3)no2)c1` (stereo not given) gave Pf apPOL inh -3.3 and mHTT CaM bind 8.1.
`O=C(NCc1ccccc1)Nc1ccc(Cl)cc1` gave Pf apPOL inh -6.9 and mHTT CaM bind -6.3.
`Cc1ccc(-n2ncc3c(=O)[nH]c(SCC(=O)N4CCCC4)nc32)cc1C` gave Pf apPOL inh 6.1 and mHTT CaM bind 1.0.
Screening Cc1ccnc(NC(=O)CCS(=O)(=O)c2ccc(Br)cc2)c1 returned Pf apPOL inh -4.1 and mHTT CaM bind 4.0.
CCc1cccc(NC(=O)N2CCc3nc4cc[nH]n4c(=O)c3C2)c1 was read as Pf apPOL inh -2.5 and mHTT CaM bind 0.8.
For CC(C)C(=O)N1CC(C(=O)NCc2ccccn2)C(c2ccccc2)C1 (stereo not given) the results were Pf apPOL inh 0.1 and mHTT CaM bind 4.5.
COc1ccc(C2=NN(C(=O)c3ccc(Br)cc3)C(c3nc4ccccc4[nH]3)C2)cc1 (stereo not given) was read as Pf apPOL inh 2.3 and mHTT CaM bind 26.0.
Screening O=[N+]([O-])c1cccc2ccc(Nc3cccc4cccnc34)nc12 returned Pf apPOL inh 19.0 and mHTT CaM bind 3.6.
Cn1c2ccccc2c2nnc(SCCCn3c(=O)[nH]c4ccccc43)nc21 was read as Pf apPOL inh -1.4 and mHTT CaM bind 1.7.
Screening O=C(Cc1ccc(Cl)cc1)NCC1(c2ccccc2)CCCOCC1 (stereo not given) returned Pf apPOL inh -2.9 and mHTT CaM bind 20.4.
For Cc1ccc(S(=O)(=O)N2CCN(Cc3noc4ccccc34)CC2)cc1C the results were Pf apPOL inh -2.5 and mHTT CaM bind -13.1.
CCN1c2ccc(Cl)cc2C(=O)NC12CCN(C(=O)Nc1ccccc1OC)CC2 was read as Pf apPOL inh -8.0 and mHTT CaM bind -4.5.
CCOC(=O)C1CCC(CNC(=O)N2CCCC2c2ccccc2C)CC1 (stereo not given) was read as Pf apPOL inh -5.4 and mHTT CaM bind -0.7.
c1ccc2c(-c3csc(-c4ccncc4)n3)c[nH]c2c1 was read as Pf apPOL inh -3.2 and mHTT CaM bind 22.9.
`O=C(C1CC1)N1CCc2cc(Br)cc(S(=O)(=O)N3CCc4ccccc43)c21` gave Pf apPOL inh -5.2 and mHTT CaM bind 4.0.
Screening CCOc1ccc(N(C(C)C(=O)N2CCc3ccccc3C2)S(C)(=O)=O)cc1 (stereo not given) returned Pf apPOL inh -9.5 and mHTT CaM bind -2.3.
Screening CCc1ccc(NS(=O)(=O)c2cc(Br)cc3c2N(C(C)=O)C(C)C3)cc1 (stereo not given) returned Pf apPOL inh 0.9 and mHTT CaM bind 14.0.
Screening Cc1ccc(C(=O)Nc2cccc(-c3ccc(N4CCN(C)CC4)nn3)c2)cc1 returned Pf apPOL inh -1.9 and mHTT CaM bind -5.3.
CC(C)=C1C2C=CC1C1C(=O)N(c3c(C)cc(C)cc3C)C(=O)C21 (stereo not given) was read as Pf apPOL inh 12.7 and mHTT CaM bind 0.0.
O=C(Nc1ccc2ncnc(N3CCCCC3)c2c1)c1ccsc1 was read as Pf apPOL inh 0.0 and mHTT CaM bind 40.2.
